PfHsp90 yeast 2: growth inhibition of PfHsp90-expressing yeast, primary screen, antimalarial PfHsp90 inhibitor project, S. cerevisiae, BacTiter-Glo luminescence, single point, set 2; inhibition, % at 9.4 µM; BacTiter-Glo ATP, 48 h; yeast lacking PDR1 and PDR3 efflux regulators; 310,000 compounds, 0.32% hits;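 active = every replicate shows inhibition above about 80%, whatever the replicate mean, limit read from the data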;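 also: 0% = DMSO neutral controls and 100% = 20 µM radicicol positive controls; yeast relying on Plasmodium falciparum Hsp90 in place of its own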
PvdQ acylase: P. aeruginosa PvdQ acylase inhibitors, primary screen, biochemical, fluorescence, plate reader and imaging, single point; purified PvdQ acylase; inhibition, % at 10 µM; 340,000 compounds, 0.063% hits; AID 488965, 2010; in the data active = inhibition above about 30%, passing the limit was not always enough;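 also: 0% = vehicle neutral wells and 100% = reference inhibitor wells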
Rtt109 HAT inh: inhibitors of C. albicans Rtt109/Vps75 HAT, primary screen, biochemical, ThioGlo CoA-SH fluorescence, plate reader; 330,000 compounds, 0.16% hits; purified Rtt109/Vps75, 4 h; inhibition, % at 34.9 µM; Histone acetyltransferase RTT109 (Candida albicans (strain SC5314 / ATCC MYA-2876)), …; AID 540336, 2011;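 active = inhibition of at least 50% in every replicate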
Target sequence (Q5AAJ8 whole entry, looked up): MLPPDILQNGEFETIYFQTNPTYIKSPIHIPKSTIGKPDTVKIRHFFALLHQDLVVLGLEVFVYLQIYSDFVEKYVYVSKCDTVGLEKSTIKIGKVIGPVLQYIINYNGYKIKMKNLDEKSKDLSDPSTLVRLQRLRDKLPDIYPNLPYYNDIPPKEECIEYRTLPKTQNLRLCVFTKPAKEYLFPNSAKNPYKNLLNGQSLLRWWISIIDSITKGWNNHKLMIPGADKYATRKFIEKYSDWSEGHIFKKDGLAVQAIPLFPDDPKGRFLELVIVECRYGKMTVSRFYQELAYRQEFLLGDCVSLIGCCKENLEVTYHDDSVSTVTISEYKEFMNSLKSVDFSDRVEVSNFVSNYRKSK
E coli growth: E. coli V3065 growth inhibition, primary screen, counter-screen for AddAB inhibitor project, absorbance, OD600 | 18 h | inhibition, % at 11.9 µM | 330,000 compounds, 0.27% hits | AID 449728, 2010;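 active = inhibition above the campaign's mean inhibition across all tested compounds plus 3 SD, cut at about 9.9% in these data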;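 also: uninfected addAB+ strain grown without phage in ampicillin broth; 0% = DMSO wells and 100% = ciprofloxacin 0.95 µg/ml wells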
AddAB inh: growth inhibition of E. coli expressing H. pylori AddAB, primary screen, AddAB inhibitor project, absorbance; inhibition, % at 11.9 µM; 330,000 compounds, 0.29% hits; AID 435030, 2010; in the data active = inhibition above about 12%;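 also: 0% = vehicle wells of infected cells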
CAL PDZ FP: CAL PDZ peptide-binding inhibitors, primary screen, biochemical, fluorescence polarization, Cer-tagged CAL PDZ, HTS. Golgi-associated PDZ and coiled-coil motif-containing protein (Homo sapiens), Q9HD26. purified CAL PDZ, TMR-peptide fluorescence polarization, 1 h. inhibition, % at 20 µM. 330,000 compounds, 0.02% hits. AID 504414, 2011;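 active = highest replicate inhibition of at least 40%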;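 also: plate controls were DMSO neutral control wells for no effect and unlabeled competitor peptide control wells for full effect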
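Material: tagged CAL PDZ protein CerCALP, purified; buffer or medium: sodium phosphate/NaCl buffer pH 7.4 with TCEP, IgG, Thesit; also added: fluorescent TMR peptide probe; schedule: 1 h incubation at room temperature before polarization reading; technique: fluorescence polarization from S- and P-plane intensities, G-factor corrected; control set: unlabelled peptide and DMSO controls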
Wnt bcat act: Wnt/beta-catenin pathway activators, primary screen, cell-based, plate reader, single point | Wnt/beta-catenin reporter cell assay, activator | activation, % at 9.35 µM | 300,000 compounds, 1.2% hits | AID 743398, 2014; in the data active = activation above about 30%, passing the limit was not always enough;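 also: 0% = neutral control wells and 100% = positive control wells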
phage Ecoli inh: growth loss of phage-infected E. coli, primary screen, RecBCD inhibitor project, absorbance, with phage, HTS | 360,000 compounds, 0.26% hits | inhibition, % at 11.9 µM; in the data active = inhibition above about 11%
DAGLB inhibitor: DAGLB lipase inhibitors, primary screen, biochemical, fluorescence, HTS; Diacylglycerol lipase-beta (Homo sapiens), Q8NCG7; HEK293T DAGLB membrane lysate, EnzChek fluorogenic substrate; inhibition, % at 5.17 µM; 340,000 compounds, 0.059% hits; in the data active = inhibition above about 34%;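 also: 0% = enzyme with vehicle and 100% = wells lacking enzyme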
Target sequence (Q8NCG7 whole entry, looked up): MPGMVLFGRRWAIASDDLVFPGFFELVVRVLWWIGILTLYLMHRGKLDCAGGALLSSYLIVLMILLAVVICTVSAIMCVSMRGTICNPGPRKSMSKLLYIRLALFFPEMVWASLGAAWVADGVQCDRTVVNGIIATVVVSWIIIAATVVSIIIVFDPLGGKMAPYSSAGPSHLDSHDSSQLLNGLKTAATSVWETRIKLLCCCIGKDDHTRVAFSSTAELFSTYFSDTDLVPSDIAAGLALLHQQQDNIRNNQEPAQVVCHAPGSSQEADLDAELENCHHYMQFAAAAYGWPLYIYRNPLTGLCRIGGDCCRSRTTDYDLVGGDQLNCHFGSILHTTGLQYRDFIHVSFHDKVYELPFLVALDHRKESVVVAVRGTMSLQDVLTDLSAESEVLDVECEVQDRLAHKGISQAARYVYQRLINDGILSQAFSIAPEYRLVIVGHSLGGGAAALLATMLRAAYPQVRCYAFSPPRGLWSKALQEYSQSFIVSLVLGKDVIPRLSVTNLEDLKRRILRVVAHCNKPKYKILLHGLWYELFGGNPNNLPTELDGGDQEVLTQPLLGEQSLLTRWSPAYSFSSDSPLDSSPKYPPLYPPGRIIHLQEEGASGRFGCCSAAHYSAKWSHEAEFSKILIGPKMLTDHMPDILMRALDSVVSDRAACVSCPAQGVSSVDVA
Tat export inh: E. coli Tat export inhibitors, primary screen, MC4100, TorA-mCherry reporter, fluorescence, single point | 340,000 compounds, 0.036% hits | AID 488895, 2010 | inhibition, % at 10 µM;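 active = mean replicate inhibition at least 50% and at least half of replicates individually reaching 50%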;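 also: exported cargo escapes ClpAP degradation while cytoplasmic cargo is degraded and loses fluorescence; 0% = median of neutral control wells and 100% = median of NaSCN control wells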
Starred values were filed as active, the others as inactive; / = not tested or not shown.

The opening 10 compounds, to show the layout:
SMILES	PfHsp90 yeast 2	PvdQ acylase	Rtt109 HAT inh	E coli growth	AddAB inh	CAL PDZ FP	Wnt bcat act	phage Ecoli inh	DAGLB inhibitor	Tat export inh
CC(C)n1nnnc1SCC(=O)NCCc1ccccc1	-14	7	8	-2.4	2.8	-1.3	-1	0.9	-4	-2
COc1ccc(C(=O)Nc2cccnc2Sc2ccc(Cl)cc2)cc1	-8	-9	-2	0.5	2.5	-0.8	1	-0.9	/	-1
CSCC[C@H](NC(=O)N1CCn2c1nc1ccccc12)C(=O)NCc1ccc(F)cc1	4	-9	-3	1.9	1.4	-1.7	-1	0.3	0	5
Cc1ccccc1-n1nnnc1SCc1cc(=O)n2ccsc2n1	-17	-10	-3	-0.3	0.9	-0.7	-2	3.3	0	-5
CN(C(=O)c1ccccc1)c1nccnc1C#N	5	3	4	-2.8	0.3	0.3	1	-0.5	0	3
CN(C)c1ccc(C2(c3ccc(N(C)C)cc3)OC(=O)c3cc(N)ccc32)cc1	-36	-18	7	-4.3	0.9	0.4	1	4.3	3	-11
Cc1c(N)c(=O)n(-c2ccccc2)n1C	-7	-4	-6	0.1	-1.6	-0.1	-2	1.3	-1	-7
CC[N+](CC)(CC)CCOc1ccc(/C=C/c2ccccc2)cc1	32	-21	4	-0.1	-1.4	-0.5	-6	3.2	8	-5
CCOC(=O)/C(=N/Nc1ccccc1OC)N1CCCc2ccccc21	-19	-14	-4	1.8	0.5	0.3	0	0.2	-7	3
CCC(c1nnnn1C(C)C)N1CCN(C2CCCC2)CC1 (stereo not given)	-17	-15	8	-2.6	1.9	-0.1	-1	-0.2	-1	-7

Results, from the first entry:
SMILES	PfHsp90 yeast 2	PvdQ acylase	Rtt109 HAT inh	E coli growth	AddAB inh	CAL PDZ FP	Wnt bcat act	phage Ecoli inh	DAGLB inhibitor	Tat export inh
CC(C)n1nnnc1SCC(=O)NCCc1ccccc1	-14	7	8	-2.4	2.8	-1.3	-1	0.9	-4	-2
COc1ccc(C(=O)Nc2cccnc2Sc2ccc(Cl)cc2)cc1	-8	-9	-2	0.5	2.5	-0.8	1	-0.9	/	-1
CSCC[C@H](NC(=O)N1CCn2c1nc1ccccc12)C(=O)NCc1ccc(F)cc1	4	-9	-3	1.9	1.4	-1.7	-1	0.3	0	5
Cc1ccccc1-n1nnnc1SCc1cc(=O)n2ccsc2n1	-17	-10	-3	-0.3	0.9	-0.7	-2	3.3	0	-5
CN(C(=O)c1ccccc1)c1nccnc1C#N	5	3	4	-2.8	0.3	0.3	1	-0.5	0	3
CN(C)c1ccc(C2(c3ccc(N(C)C)cc3)OC(=O)c3cc(N)ccc32)cc1	-36	-18	7	-4.3	0.9	0.4	1	4.3	3	-11
Cc1c(N)c(=O)n(-c2ccccc2)n1C	-7	-4	-6	0.1	-1.6	-0.1	-2	1.3	-1	-7
CC[N+](CC)(CC)CCOc1ccc(/C=C/c2ccccc2)cc1	32	-21	4	-0.1	-1.4	-0.5	-6	3.2	8	-5
CCOC(=O)/C(=N/Nc1ccccc1OC)N1CCCc2ccccc21	-19	-14	-4	1.8	0.5	0.3	0	0.2	-7	3
CCC(c1nnnn1C(C)C)N1CCN(C2CCCC2)CC1 (stereo not given)	-17	-15	8	-2.6	1.9	-0.1	-1	-0.2	-1	-7
O=C(CN1CCN(S(=O)(=O)c2ccc(F)c(Cl)c2)CC1)N1CCc2ccccc2C1	29	-12	0	/	/	0.3	-3	2.4	-9	4
C[C@H](CO)N1C[C@H](C)[C@@H](CN(C)Cc2ccc(C(=O)Nc3ccccc3N)cc2)Oc2c(NC(=O)C3CCCCC3)cccc2C1=O	-2	-11	11	-3.7	-2.4	-1.4	-4	1.5	5	-4
O=C(CSc1ccccn1)Nc1ccc2c(c1)OCCO2	-12	-3	3	2.4	0.5	-0.1	-4	-1.1	0	0
COCCNC(=O)c1oc2ccc3c(c2c1C)C(O)CC(C)(C)O3 (stereo not given)	23	-10	-5	/	/	-0.5	-1	2.0	-1	1
Cc1ccc(C)c2[nH]c(=O)c(CCNS(=O)(=O)c3ccccc3)cc12	11	-5	8	0.3	-0.1	-0.8	-4	-0.4	0	10
CSc1n[nH]c(=O)n1C1CCCCC1	-15	-22	-2	1.1	2.5	-1.0	1	0.0	1	5
Cc1ccc(Cn2nc(C)c(NC(=O)CCCn3nc([N+](=O)[O-])c(Cl)c3C)c2C)cc1	-1	13	0	0.7	2.1	-0.6	-2	0.6	-4	-1
CCCS(=O)(=O)N1CCC(C(=O)NCCN2CCCC2)CC1	0	13	-1	0.8	-1.2	-0.2	/	3.7	5	4
CC(C(=O)O)N1C(=O)CSC1=S (stereo not given)	7	-3	-2	-0.2	2.5	/	0	-1.4	-1	-2
CC(=O)NC1C(Oc2ccc(C=O)cc2)OC(COC(C)=O)C(OC(C)=O)C1OC(C)=O (stereo not given)	2	1	6	0.2	1.2	-1.2	-2	2.2	-1	-8
CSc1ccccc1C(=O)Nc1ccc(S(=O)(=O)NC2=NCCCCC2)cc1	12	-5	3	-2.1	4.2	-1.3	0	0.9	1	-3
COc1ccc(/C=N/N=C2/NC(=O)C(CC(=O)NC(N)=O)S2)cc1 (stereo not given)	4	-13	-12	2.5	2.2	0.1	-1	-1.7	-1	-1
CCOC(=O)c1cc(CC)sc1NC(=O)COc1ccc2c(C)cc(=O)oc2c1	-11	-9	3	-1.6	3.2	-0.9	/	1.5	0	-5
Cn1c(SCC(=O)NCCNC(=O)CSc2nnc(C(F)(F)F)n2C)nnc1C(F)(F)F	0	-13	-6	1.3	0.0	0.3	/	3.6	0	-6
C=CCc1cccc(CNc2nc3ccccc3n2CC)c1O	15	-6	4	1.6	2.9	-2.2	/	1.4	-2	0
Cc1ccc(N(C(C)C(=O)Nc2ccc(S(=O)(=O)N3CCOCC3)cc2)S(C)(=O)=O)cc1C (stereo not given)	8	1	9	1.0	4.7	-1.4	-1	2.8	0	-7
CN(C)C(N)=NCCC[C@H](N)C(=O)O	2	0	-8	0.3	-2.7	-0.8	1	6.4	1	-5
CCCNc1nc(Nc2ccc(C)cc2)nc(N2CCCC2)n1	-3	0	3	1.4	2.2	-1.4	/	/	-6	15
CC[C@@]1(c2ccccc2C)C(=O)N(C(=O)OC)N1C(=O)OC	44	-14	-4	0.7	1.6	0.3	0	-1.3	1	1
NNC(=O)CS(=O)(=O)c1ccc(Cl)cc1	5	-12	6	-2.8	-1.8	-0.5	-1	2.5	0	-4
Cc1ccc(CN2C(=O)S/C(=C\c3ccccc3OCC(=O)O)C2=O)cc1	14	-7	13	0.6	2.1	-1.3	0	2.8	7	7
O=C(c1cccc(C(F)(F)F)c1)N1CCN(CCc2ccccc2)CC1	1	-11	4	2.6	2.2	-0.5	9	-0.6	-2	-6
CCn1c(=O)c2ccccc2n(Cc2cccc(C)c2)c1=O	26	11	15	2.3	-0.2	-0.8	-11	-1.8	16	-5
COC(=O)c1ccc2c(=O)n(CCN3CCOCC3)c(SCC(=O)Nc3ccccc3Cl)nc2c1	-28	-8	-14	-1.8	-2.7	-1.7	-4	1.4	0	-1
CCc1ccc(-c2cc(C)no2)cc1S(=O)(=O)N1CCN(c2cccc(C)c2C)CC1	-12	-12	-13	2.0	0.9	-0.6	-5	2.1	-18	-1
Cc1cc(NCCO)c2ccccc2n1	63	-8	-2	-1.1	0.3	-1.2	-4	-0.2	1	2
O=C(CC(c1ccccc1)c1ccccc1)OCn1nnc2ccccc2c1=O	11	1	2	-1.7	2.2	-1.2	2	3.2	-7	6
CC(C)Sc1nc2ccccc2n1CC(N)=O	/	-6	4	-1.6	-2.7	/	44*	2.0	1	3
c1ccc2c(N3CCCCC3)nc(N3CCCCC3)nc2c1	7	-4	-8	-0.4	-0.1	-2.0	/	0.9	-1	3
O=C(O)c1cccc(S(=O)(=O)N2CCCC2)c1	/	-2	12	2.6	-0.3	-1.0	-2	/	1	-3
Cn1c(=O)c2c(nc(CCC3CCCC3)n2C)n(C)c1=O	2	1	-2	/	/	-2.5	0	2.9	0	5
NC(N)=NS(=O)(=O)c1ccc(NC(=S)NC(=O)c2ccc3c(c2)OCO3)cc1	15	-11	-2	-2.6	-0.7	-2.7	/	3.9	1	6
O=C(CCc1nnc(Cc2ccc(-c3ccccc3)cc2)o1)N1CCCC1	5	1	-6	1.9	-0.5	-1.9	-1	5.4	-4	-1
COc1ccc2nc(SCC(=O)N3CCCCCC3)c(C#N)cc2c1	3	-14	17	0.1	0.2	-3.1	/	0.3	-4	1
Cc1ccc(S(=O)(=O)CCC(=O)OCC(=O)N(C)c2ccccc2)cc1	-14	4	-2	/	/	0.1	0	-0.9	3	-9
CCOc1ccccc1OCCOCCN1CC(C)OC(C)C1 (stereo not given)	/	-7	-2	1.0	1.1	-0.7	/	1.2	1	4
c1coc(CNc2ncnc3[nH]ncc23)c1	5	8	14	0.2	2.2	0.6	0	2.4	-1	-8
Cc1ccc(O)c(-c2cc(-c3cccc(Br)c3)n[nH]2)c1	105*	-9	/	3.6	5.9	-0.2	2	4.2	-1	3
O=C(CCn1cnnn1)N1CCCC(Nc2ccc(F)c(F)c2)C1 (stereo not given)	-4	-19	-2	-2.6	0.4	-0.6	-2	2.1	3	3
CCOC(=O)C1CCN(C(=O)COc2ccc(S(=O)(=O)N3CCCC3)cc2C)CC1	10	-3	5	4.0	1.2	0.7	-2	5.5	-2	-1
O=S1(=O)CCO[C@H]2Cc3ccccc3[C@H]2N1Cc1cccc(F)c1	5	-12	-7	-0.9	1.1	-1.2	-4	-1.3	-3	3
COc1ccc(NC(=O)C2CCCN2C(=O)NC2CCCCC2)cc1OC (stereo not given)	26	1	6	-0.3	2.9	-0.3	-6	0.8	3	26
COc1cccc(N2CCN(C(=O)CCc3nnc4ccc(N5CCCC5)nn34)CC2)c1	9	-8	-1	1.4	1.7	-1.3	-2	2.2	0	5
CN(CC(=O)Nc1ccc(Cl)c(Cl)c1)C(=O)C1CCC1	/	-15	5	-1.4	1.2	-0.6	1	2.5	0	4
O=C(NC1(Cc2ccccc2)CCN(CCc2cccs2)C1=O)c1ccccc1 (stereo not given)	-6	-15	-1	-1.7	0.2	-0.3	-1	1.4	-4	-10
CN(C)NC(=S)Nc1cccc(C(F)(F)F)c1	-13	-7	-6	-1.2	-2.3	-1.5	0	-0.1	-2	5

Source: PubChem
